PAFAH2 inh: PAFAH2 (human) inhibition; Q99487; recombinant PAFAH2, FP-rhodamine activity probe, fluorescence polarization; inhibition, % at 3.39 µM; actives 0.99% (n = 340,000); AID 492956;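 active means inhibition above the mean over all tested compounds plus 3 SD, cut at about 30% in these data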;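 further: inhibitors block probe labeling of enzyme so polarization drops; 0% = enzyme with DMSO and 100% = wells lacking PAFAH2 protein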
LYPLA1 counter: blocks human lysophospholipase 1, a PME1 counter-screen; O75608; recombinant LYPLA1, FP-Rh probe fluorescence polarization; inhibition, % at 5.9 µM; actives 0.16% (n = 320,000); AID 2174;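 active means inhibition above the mean of all tested compounds plus 3 SD, set per campaign, cut at about 14% in these data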;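 further: inhibitors block serine hydrolase probe labeling of LYPLA1 so polarization falls; 0% = enzyme with DMSO and 100% = wells lacking LYPLA1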
pPAFAH FP inh: pPAFAH (human) enzyme inhibition | actives 1.5% (n = 330,000) | recombinant pPAFAH, FP-rhodamine probe fluorescence polarization | inhibition, % at 3.39 µM | Q13093 | AID 463082;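 active means inhibition above the mean inhibition across the screen plus 3 SD, cut at about 25% in these data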;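 further: inhibitors block binding of the rhodamine activity-based probe so polarization drops; 0% = enzyme with DMSO and 100% = wells lacking pPAFAH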
Target sequence (Q13093 whole entry, looked up): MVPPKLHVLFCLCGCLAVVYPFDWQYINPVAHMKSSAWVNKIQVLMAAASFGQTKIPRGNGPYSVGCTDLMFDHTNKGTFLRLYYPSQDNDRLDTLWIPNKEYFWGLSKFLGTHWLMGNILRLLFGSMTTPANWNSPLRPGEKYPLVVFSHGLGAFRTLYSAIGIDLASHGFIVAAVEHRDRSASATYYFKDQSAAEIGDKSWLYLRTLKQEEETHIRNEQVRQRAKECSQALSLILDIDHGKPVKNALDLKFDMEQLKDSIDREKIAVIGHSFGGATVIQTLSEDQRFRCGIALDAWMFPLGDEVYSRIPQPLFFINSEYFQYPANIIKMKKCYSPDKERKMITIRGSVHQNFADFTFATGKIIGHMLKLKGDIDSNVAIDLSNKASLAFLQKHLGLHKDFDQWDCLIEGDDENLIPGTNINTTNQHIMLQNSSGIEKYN
LYPLA2 inh: LYPLA2 (human) inhibition in PME1 counter-screen. recombinant LYPLA2, FP-Rh probe fluorescence polarization. inhibition, % at 5.9 µM. AID 2177. actives 0.38% (n = 320,000);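 active means inhibition above the screen-wide mean plus 3 SD, limit set per campaign, cut at about 26% in these data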;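 further: 0% = LYPLA2 with DMSO and 100% = wells lacking LYPLA2 enzyme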
PREPL inh: inhibitors of human prolyl oligopeptidase-like enzyme PREPL | Q4J6C6 | recombinant PREPL, fluorescence polarization activity-based probe | inhibition, % at 5.96 µM | actives 0.68% (n = 320,000) | AID 2751; in the data active means inhibition above about 43%;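 further: 0% = enzyme with DMSO and 100% = wells lacking enzyme; many of its hits are not listed in these tables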
PAFAH1B2 FP inh: blocks human PAF acetylhydrolase 1b catalytic subunit 2 | actives 1.2% (n = 340,000) | recombinant PAFAH1B2, FP-rhodamine activity probe, fluorescence polarization | inhibition, % at 3.39 µM | P68402;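 active means inhibition above the mean of all tested compounds plus 3 SD, cut at about 24% in these data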;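 further: 0% = enzyme with DMSO and 100% = wells lacking PAFAH1B2; many of its hits are not listed in these tables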
Target sequence (P68402 whole entry, looked up): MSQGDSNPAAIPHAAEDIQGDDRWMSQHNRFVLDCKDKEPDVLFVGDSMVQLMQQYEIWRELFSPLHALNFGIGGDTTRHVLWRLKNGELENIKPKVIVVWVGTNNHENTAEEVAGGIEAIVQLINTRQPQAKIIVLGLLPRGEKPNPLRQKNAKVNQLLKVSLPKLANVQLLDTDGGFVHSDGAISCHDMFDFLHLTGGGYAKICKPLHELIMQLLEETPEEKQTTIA
ZTA DNA inh: counter-screen for EBNA-1 inhibitors: inhibitors of Epstein-Barr virus ZTA; actives 0.15% (n = 320,000); ZTA-DNA binding, fluorescence polarization; AID 2234; inhibition, % at 11 µM; in the data active means inhibition above about 33%
PAFAH1B3 inh: blocks human PAF acetylhydrolase 1B catalytic subunit 3; recombinant PAFAH1B3, FP-rhodamine probe, fluorescence polarization; inhibition, % at 3.39 µM; actives 0.28% (n = 340,000);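 active means inhibition above the screen-wide average of all tested compounds plus 3 SD, cut at about 25% in these data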;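 further: 0% = enzyme with DMSO only and 100% = wells lacking PAFAH1B3 protein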
Target sequence (Q15102 whole entry, looked up): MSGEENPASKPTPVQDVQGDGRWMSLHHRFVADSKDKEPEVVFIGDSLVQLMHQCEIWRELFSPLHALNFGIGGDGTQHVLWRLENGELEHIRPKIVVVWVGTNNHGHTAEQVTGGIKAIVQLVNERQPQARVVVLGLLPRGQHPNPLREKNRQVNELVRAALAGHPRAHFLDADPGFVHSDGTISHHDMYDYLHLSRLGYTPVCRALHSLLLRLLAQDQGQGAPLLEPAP
EBNA-1 inhibitor: blocks EBNA-1 binding to DNA. inhibition, % at 14.8 µM. EBNA-1 DNA binding, fluorescence polarization. AID 1950. actives 0.34% (n = 300,000); in the data active means inhibition above about 28%
* hit, by the source's call; . = no result given.

A first look, 2 compounds:
SMILES	PAFAH2 inh	LYPLA1 counter	pPAFAH FP inh	LYPLA2 inh	PREPL inh	PAFAH1B2 FP inh	ZTA DNA inh	PAFAH1B3 inh	EBNA-1 inhibitor
CCN(CC)C(=O)C1=C(C)NC(=S)NC1c1cn(-c2ccccc2)nc1-c1ccc(Cl)cc1 (stereo not given)	-13	0	-17	-5	-1	-1	-4	-8	-3
O=C(NC1CC2CCC(C1)N2C(=O)NC1CCCCC1)NC12CC3CC(CC(C3)C1)C2 (stereo not given)	-5	-1	0	-1	-1	2	2	1	4

Main list, repeating the preview:
SMILES	PAFAH2 inh	LYPLA1 counter	pPAFAH FP inh	LYPLA2 inh	PREPL inh	PAFAH1B2 FP inh	ZTA DNA inh	PAFAH1B3 inh	EBNA-1 inhibitor
CCN(CC)C(=O)C1=C(C)NC(=S)NC1c1cn(-c2ccccc2)nc1-c1ccc(Cl)cc1 (stereo not given)	-13	0	-17	-5	-1	-1	-4	-8	-3
O=C(NC1CC2CCC(C1)N2C(=O)NC1CCCCC1)NC12CC3CC(CC(C3)C1)C2 (stereo not given)	-5	-1	0	-1	-1	2	2	1	4
CCCN1C(=O)c2ccccc2NC1c1ccc(OC)cc1O (stereo not given)	6	4	3	8	-2	2	3	2	-15
CC1CCc2nc(NC(=O)Cc3cccs3)sc2C1 (stereo not given)	7	-3	0	2	-6	4	-4	-1	3
CCCC(CCC)C(=O)OC1C[C@H]2CC[C@@H](C1)[N+]2(C)C (stereo not given in full)	-1	-1	1	-4	3	-3	14	9	1
CCN(CC)CCCNC(=O)c1ccc(OCC(=O)Nc2ccccc2C(F)(F)F)c(OC)c1	-12	-8	1	-6	-29	-3	-5	5	-10
COc1ccc(CNC(=O)CSc2nn3c(=O)c(C(C)(C)C)nnc3s2)cc1OC	2	1	1	5	5	1	-18	0	1
O=c1[nH]c2ccc(NCc3ccc(F)cc3)cc2[nH]1	-3	1	0	8	25	13	-3	8	-2
O=C(C1=C(O)C(=O)N(CCOCCO)C1c1cccs1)c1cccs1 (stereo not given)	0	-3	3	5	-8	3	-1	6	12
CCOC(=O)Cn1c(CN2CCN(C(=O)c3ccco3)CC2)nc2c1c(=O)n(C)c(=O)n2C	0	0	4	3	13	0	-9	5	4
O=C(NCc1ccncc1)C(=O)NCC1OCCCN1S(=O)(=O)c1cc(F)ccc1F (stereo not given)	1	3	5	2	-6	2	-7	-8	-1
CCn1cc(C(=O)NCCCOC(C)C)c(=O)c2cc(S(=O)(=O)N3CCCC3)ccc21	8	0	1	-13	2	3	10	4	-11
CCOC(=O)c1cc(NC(=O)Cc2ccc(S(=O)(=O)N3CCOCC3)s2)cc(C(=O)OCC)c1	-21	-16	1	-35	-7	-6	-15	-6	-13
Cc1cc(OC(C)C(=O)Nc2ccc(S(=O)(=O)Nc3onc(C)c3C)cc2)cc(C)c1Cl (stereo not given)	-1	3	9	1	1	0	-4	7	8
Cn1c(SCC(=O)Nc2ccc(C(=O)O)cc2)nc2scc(-c3ccccc3Cl)c2c1=O	1	.	-1	.	14	-2	.	-2	.
COCCn1c(C)cc(C(=O)CSc2nc(C)cc(C)c2C#N)c1C	5	0	1	7	-1	9	15	3	0
CCN(CC)c1ccc(C(=O)OCC(=O)Nc2cc(C)on2)cc1	90*	0	16	5	4	0	7	6	.
Cn1cc(Br)c(C(=O)NC2CCCCC2)n1	-2	2	4	4	-6	1	-5	5	9
O=C(CN1C(=O)CCC1=O)Nc1nc(-c2nc3ccccc3s2)cs1	3	-1	4	6	-18	0	4	4	-12
CC1(C)OC(=O)C=C[C@]2(C)[C@H]3CC[C@@]4(C)[C@H](c5ccoc5)OC(=O)[C@H]5O[C@]54[C@]3(C)C(=O)C[C@@H]12	-9	-1	3	-1	13	0	-1	-2	.
CC(=O)c1ccc(S(=O)(=O)NCCC(=O)NC(C)c2ccncc2)cc1 (stereo not given)	-7	4	5	2	4	3	3	3	.
O=C1COc2ccc(C(=O)COC(=O)/C=C/c3ccco3)cc2N1	3	-7	5	7	8	-2	-5	-4	.
CCOc1ccc(S(=O)(=O)N2CCN(c3ccc(C)cc3C)CC2)cc1	-6	-5	4	0	-86	0	7	-1	6
COC(=O)c1sccc1NC(=O)CCC1CCCC1	-1	-5	0	8	1	1	-19	-1	-3
CC(C)(C)c1cc(C(=O)O)n[nH]1	1	-4	-4	-1	-9	-5	3	6	2
SMILES	PAFAH2 inh	LYPLA1 counter	pPAFAH FP inh	LYPLA2 inh	PREPL inh	PAFAH1B2 FP inh	ZTA DNA inh	PAFAH1B3 inh	EBNA-1 inhibitor
O=C(NCCc1ccccc1)C(NS(=O)(=O)c1cccc2nsnc12)c1ccccc1 (stereo not given)	1	3	2	-2	14	6	0	6	11
Cn1c2c(c3cc([N+](=O)[O-])ccc31)CCCC2	-8	3	6	0	-3	-3	-3	3	6
Cc1c(C(=O)N2CCN(C)CC2)oc2ccc(Br)cc12	0	-1	0	-5	13	4	-3	2	1
COc1ccccc1CC(=O)N1CCN(c2ccc(F)cc2)CC1	6	2	4	1	12	4	-3	13	-8
O=C1NC(=Nc2ccc(Cl)cc2)SC1Cc1cccc(Cl)c1Cl (stereo not given)	-4	-2	4	7	-18	3	2	-1	-7
COCCSc1ccccc1C(=O)NCCCn1ccnc1	5	1	7	2	12	7	25	4	1
CCCCSc1nc(C)c(CC(=O)OC)c(=O)[nH]1	-7	-2	-1	4	10	5	8	6	-5
Cc1ccc(C)c(-n2c(CNC(=O)c3ccco3)nnc2SCC(=O)Nc2nnc(C)s2)c1	-2	1	0	-1	12	0	11	0	-14
Cc1ccc(S(=O)(=O)NCCOc2nc(N(C)C)nc(N3CCOCC3)n2)cc1	-6	2	-1	4	-4	0	-6	-1	2
Cn1c2ccccc2c(=O)c2cc(NCCCN3CCOCC3)ccc21	-1	.	11	.	25	0	.	7	.
CCn1cnc2cc([N+](=O)[O-])ccc21	2	-2	0	8	26	-8	-6	9	-6
COc1cccc(CN(C(=O)CN2C(=O)c3ccccc3S2(=O)=O)C(C(=O)NCC2CCCO2)c2ccco2)c1 (stereo not given)	0	3	1	5	15	0	7	0	-12
Cc1c(Cl)cccc1NC(=S)N1CCCN(Cc2ccc(F)cc2)C1	-10	-15	-16	-28	-7	3	-13	-5	-21
O=C(NNC(=S)Nc1ccc(F)cc1)c1cccc([N+](=O)[O-])c1	2	-2	0	-2	6	10	-2	11	6
CC1(C)Cc2c(c(-c3ccco3)[nH]c(=O)c2C#N)CS1	12	2	15	7	8	10	-3	2	5
O=C(O)c1sccc1SCc1ccc(Cl)cc1Cl	4	0	6	5	9	30*	-6	5	-8
O=C1OCC2=C1C(c1ccc3c(c1)OCO3)Sc1ccccc1N2 (stereo not given)	13	-2	3	0	-5	2	7	5	18
CCC(C)NC(=O)C1CCC(CNS(=O)(=O)c2cccc3nsnc23)CC1 (stereo not given)	-42	-3	-3	-11	4	2	-1	8	-14
CC1CCN(S(=O)(=O)c2cccc(C(=O)NNC(=O)c3ccco3)c2)CC1	1	-4	2	-6	-2	13	8	0	9
CCOc1ccc(S(=O)(=O)N(C)c2ccc(OCC(=O)N3CCOCC3)cc2)cc1	5	3	4	7	23	-5	-7	3	4
COc1ccc(NS(=O)(=O)c2cnc[nH]2)cc1	-5	2	-10	-3	5	9	-7	11	-10
O=C(Nc1ccccc1Sc1ccccc1)c1ccccc1F	1	-1	31*	0	-3	-3	37*	9	-7
CCOC(=O)c1cnc(-n2nc(C)cc2C)nc1NCCc1ccccc1	-5	5	6	5	58*	5	9	3	-5
O=C(NCCCCCCNC(=O)c1cccs1)c1cccs1	-1	2	2	1	9	4	8	1	-1
Cc1ccc(S(=O)(=O)NCC(=O)NCc2cc(=O)n(C)c(=O)n2C)cc1C	3	-3	7	-1	-1	1	2	8	-2
SMILES	PAFAH2 inh	LYPLA1 counter	pPAFAH FP inh	LYPLA2 inh	PREPL inh	PAFAH1B2 FP inh	ZTA DNA inh	PAFAH1B3 inh	EBNA-1 inhibitor
O=C(CCN1C(=O)c2ccccc2S1(=O)=O)N1CCN(c2ccc(F)cc2)CC1	4	0	-1	1	-5	4	-18	-2	-14
CC1=NNC(=O)C1Cc1ccccc1C (stereo not given)	-3	-1	2	1	-2	-2	-4	2	6
COc1cc(C2C(C(=O)c3ccco3)=C(O)C(=O)N2CC2CCCO2)ccc1O (stereo not given)	3	-2	4	-2	0	5	7	-1	7
O=C(NCC1CCCO1)c1ccc2c(c1)N(Cc1ccccc1)C(=O)CS2=O (stereo not given)	-2	3	1	1	-1	2	2	15	10
CC1(C)CC(=O)C(CCC(=O)c2ccccc2)C(C)(C)N1 (stereo not given)	1	-2	2	-2	-6	1	26	8	12
Cc1nnc(SCCN2C(=O)c3ccccc3C2=O)[nH]c1=O	-12	-5	3	-2	11	3	13	-3	6
O=C(CCc1nc2ccccc2s1)c1ccccc1	6	3	-2	-1	8	-2	-2	6	7
COc1cccc2c1C(=O)c1c(O)c3c(c(O)c1C2=O)C[C@@](O)(C(=O)CO)C[C@@H]3O[C@H]1C[C@H](N)[C@@H](O)[C@H](C)O1	55*	57*	60*	41*	30	51*	72*	43*	20
O=C(CNS(=O)(=O)c1ccc2ccccc2c1)OCC(=O)c1ccc(Br)s1	4	-6	-3	-3	-6	6	-2	2	-4
COc1ccc(OC)c(C(=O)CSc2nc3ccccc3n2CC(=O)NC(C)(C)C)c1	0	2	0	1	9	3	-9	4	-7
CCCc1cc(=O)[nH]c(SCC(=O)Nc2ccc(C)cc2)n1	4	-4	1	-6	-1	5	0	5	-2
CSc1ccc(CCNC(=O)CN2C(=O)CCSc3ccccc32)cc1	3	-2	5	1	34	1	1	11	5
COc1ccc(/C(C)=N/Nc2nc3ccccc3n3cnnc23)cc1OC	.	2	-2	1	38	.	6	.	-4
COc1ccc(C(=O)N/C(=C/c2cccnc2)C(=O)NCc2ccco2)cc1OC	14	1	2	0	1	6	1	13	9
COc1ccc(NC(=S)NNC(=O)c2cccnc2)cc1OC	0	-1	-1	-4	1	1	1	2	-1
C=CCn1c(C)c(C(C)=O)c(N2CCOCC2)nc1=S	2	0	3	-4	0	-4	0	-2	-2
O=C1C=C(c2cccc(CO)c2)C[C@@H](c2ccc(Cl)cc2)C1	4	1	-2	8	1	0	-1	7	.
CCCN1C(=O)N(c2cccc(C)c2)C(C)(O)CC1(C)C (stereo not given)	.	2	-1	1	-2	.	-3	.	-9
COc1ccc(NC(=S)N2CCC(C(O)(c3ccccc3)c3ccccc3)CC2)cc1	-6	-1	13	4	13	0	12	1	2
COc1cccc(CN(CC(=O)NC2CCCC2)C(=O)Cn2nnc(-c3cccs3)n2)c1	7	0	3	-3	7	5	5	11	5
CC(C)NC(C(=O)Nc1cc(Cl)cc(Cl)c1)c1ccccc1 (stereo not given)	-10	-2	-2	-5	-16	-1	-3	3	-13
COCCNC(=O)C(=O)NNC(=O)CCc1ccccc1	4	0	-1	5	-4	6	-6	3	-8
CSc1cccc(NC(=S)NC(=O)CCc2ccccc2)c1	-7	-7	2	25	-7	-1	-7	-1	-7
O=C(COC(=O)c1cccc(C(F)(F)F)c1)NC(=O)NC1CCCC1	13	.	6	.	19	1	.	2	.
COc1ccc(Cn2c(=S)[nH]c3cc(C(=O)N4CCN(c5ccccc5)CC4)ccc3c2=O)cc1	-4	0	0	-5	-6	-3	-7	3	2
O=C(c1ccc([N+](=O)[O-])o1)N1CCN(c2nc3c(Cl)cccc3s2)CC1	-1	-1	6	1	32	7	-4	4	-3
CCOc1ccc(NC(=O)CN2C(=O)CCSc3ccc(S(=O)(=O)N4CCCC4)cc32)cc1	-3	-3	11	4	-2	0	3	-4	24

From PubChem BioAssay

This is a subset; rates above refer to the full screens.
